EWS-Fli inh = blocks EWS/Fli oncoprotein-driven transcription; inhibition, % at 12.6 µM; AID 651661; actives 0.67% (n = 350,000); A673 NR0B1-luciferase reporter, viability-normalised;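 active = mean inhibition of at least 50% after viability correction, with every replicate also passing that limit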;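 note: firefly luciferase signal divided by Alamar Blue viability fluorescence both relative to DMSO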
miR-122 sensor = blocks miR-122 activity in Huh7 sensor cells; actives 0.3% (n = 340,000); AID 602342; Huh7 miR-122 Renilla luciferase sensor, 48 h; neutral wells = 0, positive control = 100; activation (reporter increase), % at 12.5 µM;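 active = mean replicate activation score at least 90 and every replicate individually at or above 90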;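 note: higher luciferase means less miR-122 activity so hits act as miR-122 inhibitors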
FN deposit inh = fibronectin deposition inhibition | AH1F fibroblasts, Alexa488-fibronectin deposition fluorescence, overnight | inhibition, % at 12.6 µM | actives 0.086% (n = 350,000);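 active = mean inhibition across replicates of 30% or more, regardless of how many single replicates reach that level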;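 note: positive control wells lacked labelled fibronectin entirely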
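Assay system: AH1F fibroblasts / Quantity: 10000 cells per well / Medium: DMEM plus 2% serum, read in PBS / Reagent: labelled fibronectin 24 nM / Dosing: single dose, pinned / Times: 1 h cell attachment, overnight exposure to compound and label / Signal: fluorescence, ex 485 nm, em 525 nm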
CASP6 VEID inh = caspase-6 (human) enzyme inhibition; purified caspase-6, Z-VEID-R110 cleavage fluorescence; inhibition, % at 12.5 µM; actives 0.53% (n = 350,000);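 active = mean inhibition across replicates at least about 35%, with every replicate also reaching that limit, limit read from the data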;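 note: 0% = median of neutral control wells and 100% = no fluorescence left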
Target sequence (P55212 24-179 limits assumed): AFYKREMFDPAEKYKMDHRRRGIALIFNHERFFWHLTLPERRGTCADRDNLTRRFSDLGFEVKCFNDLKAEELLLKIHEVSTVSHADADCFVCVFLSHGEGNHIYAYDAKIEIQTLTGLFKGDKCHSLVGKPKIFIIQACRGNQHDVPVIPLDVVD
Target sequence (P55212 194-293 limits assumed): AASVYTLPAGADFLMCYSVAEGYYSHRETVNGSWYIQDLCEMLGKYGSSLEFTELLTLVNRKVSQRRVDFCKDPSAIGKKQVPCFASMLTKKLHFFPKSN
Cneo AK release = causes C. neoformans cell lysis; AID 651654; adenylate kinase release luminescence, 4 h; normalised: neutral wells 0, clomiphene wells 100; lysis activity, % at 15 µM; actives 0.2% (n = 360,000);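 active = mean lysis activity across replicates of at least 80%, whatever share of replicates individually reach that level; inactive = mean lysis activity below 80%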
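Test system: log-phase Cryptococcus neoformans yeast cells; Quantity: yeast cell density of 5 × 10^6 cells/mL; Buffer or medium: YPD; Doses: single compound concentration per well; Timing: 4 h at 37 °C static, read 1 h later; Measured by: AK luminescence; Read-out basis: lysis from increased AK signal; Control set: Clomiphene as positive control.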
PAX8 inh HTS = lowers PAX8-driven luciferase in RMG-I cells. RMG-I TPO-luciferase reporter, SteadyGlo, 24 h. inhibition, % at 12.6 µM. actives 1.2% (n = 360,000). AID 652154;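 active = mean replicate inhibition at least 60% with every replicate also reaching 60%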;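 note: luciferase light reporting Pax8 driven TPO promoter activity; plate controls were median of neutral control wells for no effect and mitoxantrone controls for full effect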
LGR2 inh = Drosophila LGR2 receptor signaling inhibition | HEK293 LGR2, CRE-luciferase, bursicon-stimulated, 4 h | inhibition, % at 9.99 µM | actives 0.35% (n = 380,000);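 active = drop in luminescence signal, shown as inhibition above about 50% in the replicate tests, limit read from the data, passing the limit was not always enough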;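 note: agonist challenge used bursicon conditioned medium at about half maximal strength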
PGC1a acetyl inh = lowers PGC1a acetylation signal in U2OS cells. AlphaScreen anti-acetyl-lysine; with virally co-expressed GCN5 acetyltransferase. inhibition, % at 15.6 µM. actives 0.17% (n = 350,000);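 active = every replicate shows inhibition of at least 40%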;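 note: 0% = neutral control wells and 100% = positive control wells; some results beyond the cut were filed as inactive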
The depositor's hits bear a star; x = no result given; & = joins results of further samples; [ ] = remark or other dose. No enrichment for hits, and some 2.5% of all compounds hit somewhere here.

The opening 2 records (preview)
Letters: A = EWS-Fli inh; B = miR-122 sensor; C = FN deposit inh; D = CASP6 VEID inh; E = Cneo AK release; F = PAX8 inh HTS; G = LGR2 inh; H = PGC1a acetyl inh
1	Nc1ncnc(NCc2ccccc2)c1[N+](=O)[O-]
  A: -15; B: x; C: x; D: 0; E: x; F: -34; G: -8; H: x

2	COCC(=O)N1CC2(C1)CN(Cc1cc(F)ccc1F)[C@H](CO)c1[nH]c3cc(OC)ccc3c12
  A: 13; B: x; C: x; D: 0; E: x; F: -2; G: -2; H: 13

The list itself, repeating the preview:
Letters: A = EWS-Fli inh; B = miR-122 sensor; C = FN deposit inh; D = CASP6 VEID inh; E = Cneo AK release; F = PAX8 inh HTS; G = LGR2 inh; H = PGC1a acetyl inh
1	Nc1ncnc(NCc2ccccc2)c1[N+](=O)[O-]
  A: -15; B: x; C: x; D: 0; E: x; F: -34; G: -8; H: x

2	COCC(=O)N1CC2(C1)CN(Cc1cc(F)ccc1F)[C@H](CO)c1[nH]c3cc(OC)ccc3c12
  A: 13; B: x; C: x; D: 0; E: x; F: -2; G: -2; H: 13

3	O=C(C1CCCC1)N1C[C@@H]2[C@H](c3ccccc31)[C@H](CO)N2C(=O)c1ccccc1F
  A: -4; B: 20[16.7 µM]; C: -8; D: 1; E: -6; F: -11; G: 7; H: -22

4	Cc1oc2c(C)c(O)ccc2c(=O)c1-c1cnn(-c2ccccc2)c1
  A: x; B: 0; C: -1; D: x; E: 1; F: -19; G: x; H: 2

5	CCCc1cc(=O)n2[nH]c(C(F)(F)F)nc2n1
  A: -7; B: -1; C: 12; D: 0; E: 0; F: -1; G: -24; H: 15

6	C/C(=N\NC(=O)Cc1ccc(Cl)cc1)c1ccccc1O
  A: 6; B: 4; C: 9; D: 0; E: 1; F: 12; G: -7; H: 15

7	O=C(CSc1ncnc2c1cnn2-c1ccccc1)NCC1CCCO1 (configuration not stated)
  A: 4; B: -2; C: -4; D: -3; E: 1; F: 14; G: 30; H: x

8	COc1ccc(CN(C)C[C@H]2Oc3c(NC(=O)c4cnccn4)cccc3C(=O)N([C@H](C)CO)C[C@@H]2C)cc1
  A: -2; B: 20[16.7 µM]; C: -7; D: 1; E: -3; F: 0; G: 10; H: -2

9	COc1cc(O)c(C(CC(=O)N2CCCC(C)C2)c2ccc(N(C)C)cc2)c(OC)c1 (configuration not stated)
  A: -52; B: 8; C: -2; D: -2; E: -5; F: -1; G: -1; H: -9

10	CC1(c2ccc(OC(F)F)cc2)NC(=O)N(CC(=O)Nc2ccc(OC(F)F)cc2)C1=O (configuration not stated)
  A: -1; B: 0; C: -6; D: -1; E: -3; F: 8; G: -12; H: x

11	Cc1ccc2oc(=O)c3cnn(CC(=O)Nc4cc(-c5cccc(F)c5)no4)c3c2c1
  A: 6; B: 0; C: 8; D: 0; E: -4; F: -1; G: -8; H: x

12	C=CCNC(=S)NNC(=O)c1csc(C)c1C
  A: x; B: -2; C: 14; D: x; E: 2; F: 17; G: 9; H: -6

13	O=C(Nc1ccccc1C(=O)OC1CCOC1=O)c1ccco1 (configuration not stated)
  A: x; B: -1; C: 3; D: x; E: -5; F: 5; G: x; H: -4

14	CC(NC(=O)Cc1ccc(Br)cc1)c1ccccc1 (configuration not stated)
  A: 7; B: -2; C: -2; D: 0; E: 0; F: 16; G: 1; H: 0

15	Cc1ccc(-n2c(=O)[nH]c3c(oc4ccccc43)c2=O)cc1
  A: -18; B: x; C: 31*; D: 0; E: x; F: -12; G: 3; H: x

16	O=C(NCc1cccnc1)C1CC(=O)N(c2ccc(Cl)cc2)C1 (configuration not stated)
  A: x; B: 8; C: 0; D: x; E: 3; F: -10; G: x; H: 8

17	N#C[C@H]1[C@H](c2ccc(C#Cc3ccc(F)cc3)cc2)[C@@H](CO)N1C(=O)C1CCCC1
  A: 39; B: x; C: 3; D: -5; E: -4; F: 27; G: 17; H: -13

18	O=C(Nc1ccc(N2CCOCC2)cc1N1CCOCC1)c1ccc(Cl)cc1
  A: 10; B: -5; C: 8; D: -2; E: 2; F: 16; G: 3; H: 10

19	Cc1cc(S(=O)(=O)N2CCN(C(=O)CCC(=O)N3CCOCC3)CC2)ccc1Br
  A: 0; B: 2; C: -8; D: 0; E: -3; F: -23; G: 11; H: 5

20	O=C(C[C@H]1CC[C@H]2[C@@H](COC[C@H](O)CN2C(=O)Nc2ccc(C(F)(F)F)cc2)O1)NC1Cc2ccccc2C1
  A: 10; B: -11[16.7 µM]; C: -19; D: 2; E: -6; F: 74*; G: 1; H: 16

21	Cc1ccc(NC(=O)C2CCN(S(=O)(=O)c3ccc4c(c3)C(C)(C)C(=O)N4C)CC2)c(C)c1
  A: 5; B: -2; C: 7; D: 2; E: 0; F: -4; G: -7; H: -7

22	O=C(C[C@H]1C=C[C@@H](NC(=O)NC2CCCCC2)[C@H](CO)O1)NCc1ccc(Cl)cc1
  A: 3; B: x; C: x; D: 0; E: -1; F: 11; G: 13; H: -13

23	COc1ccccc1CNC(=O)C/C(C)=N/NC(=O)Cc1ccc(Cl)cc1
  A: -2; B: 0; C: -1; D: 0; E: -10; F: -9; G: -8; H: x

24	O=c1nc(N2CCOCC2)ccn1-c1nc(-c2ccccc2)sc1-c1ccccc1
  A: 28; B: x; C: -12; D: 0; E: x; F: -21; G: -1; H: -1

25	C[C@@H]1CN([C@@H](C)CO)C(=O)c2cc(NS(=O)(=O)c3cn(C)cn3)ccc2O[C@@H](C)CCCCO[C@@H]1CN(C)S(=O)(=O)c1ccccc1
  A: -2; B: 2[16.7 µM]; C: 2; D: 0; E: 0; F: -11; G: 6; H: -9

26	O=C(CCN1CCCCC1)N[C@H]1CC[C@H](CCNC(=O)c2cc(Cl)cc(Cl)c2)O[C@@H]1CO
  A: 4; B: x; C: 0; D: -2; E: -4; F: 5; G: 20; H: 3

27	O=c1c2[nH]c3ccc(F)cc3c2ncn1Cc1ccncc1
  A: 0; B: 5; C: 4; D: 2; E: 0; F: 1; G: -4; H: 1

28	C[C@H](CO)N1C[C@H](C)[C@H](CN(C)C(=O)Nc2ccc(C(F)(F)F)cc2)OCCCC[C@H](C)Oc2ccc(NS(=O)(=O)c3ccc(Cl)cc3)cc2C1=O
  A: -4; B: 7[16.7 µM]; C: x; D: 0; E: -1; F: 57; G: 11; H: -14

29	COc1ccc(NC(=O)Nc2ccc3c(c2)C(=O)N([C@H](C)CO)C[C@H](C)[C@@H](CN(C)C(=O)Nc2ccccc2)O3)cc1
  A: -4&-3; B: -13[16.7 µM]; C: 7; D: 1&-1; E: -1&-3; F: -4; G: -3&2; H: 4&5

30	O=C(NC1CCCCC1)c1ccc(Br)o1
  A: x; B: -2; C: 13; D: x; E: -3; F: x; G: x; H: 4

31	O=C(c1ccco1)N1N=C(c2ccccc2)CC1c1ccc2nccnc2c1 (configuration not stated)
  A: -27; B: -6; C: -6; D: -1; E: -2; F: -14; G: x; H: 2

32	Cc1cccc(C)c1NC(=S)N1CC(C)OC(C)C1 (configuration not stated)
  A: 5; B: x; C: -9; D: 0; E: x; F: -19; G: 3; H: x

33	COCCOc1ccc(C(F)(F)F)cc1NC(=O)COC(=O)c1cc[n+]([O-])cc1
  A: 0; B: -1; C: 0; D: 2; E: 1; F: -7; G: -23; H: -8

34	Cc1cc2cc(C#N)c(SCC(=O)Nc3nonc3C)nc2cc1C
  A: -26; B: -3; C: -16; D: 0; E: 1; F: -72; G: -46; H: x

35	COc1ccc(C[C@@H]2CN3C(=NC[C@@H]3C)N2C[C@H](C)NC(=O)CCC2CCCCC2)cc1
  A: 5; B: 23; C: -8; D: -3; E: 2; F: -10; G: -2; H: 7

36	C[C@H]1CN([C@@H](C)CO)C(=O)c2cc(C#CC3CC3)cnc2O[C@H]1CN(C)Cc1cccc(C(=O)O)c1
  A: -7; B: x; C: 11; D: x; E: 2; F: -14; G: -22; H: 5

37	C[C@@H]1CN([C@H](C)CO)C(=O)CCCn2nncc2CO[C@H]1CN(C)Cc1ccc(C(=O)Nc2ccccc2N)cc1
  A: 32; B: 8[16.7 µM]; C: -7; D: 0; E: 51; F: x; G: -1; H: 9

38	Cc1nnc(SCC(=O)N(Cc2ccccc2)C(C)(C)C)[nH]c1=O
  A: 7; B: 0; C: 1; D: 1; E: x; F: 4; G: x; H: 4

39	CCCCc1sc(-c2c(C#N)c(N)nc3c2CCCCC3)cc1[N+](=O)[O-]
  A: x; B: 0; C: -4; D: x; E: -1; F: x; G: 8; H: -6

40	COC(=O)N/N=C/c1ccc(-c2ccc(Cl)c(Cl)c2)o1
  A: -30; B: x; C: -14; D: -4; E: x; F: -65; G: -26; H: x

41	COc1ccc(Cl)cc1NC(=O)COC(=O)C1CC(=O)N(Cc2ccccc2)C1 (configuration not stated)
  A: 1; B: 9; C: 9; D: 4; E: -1; F: 3; G: 5; H: 4

42	Cc1cc(Cl)c2oc(C(=O)N(C)Cc3cc(C)[nH]n3)c(C)c2c1
  A: 0; B: 5; C: 9; D: 0; E: -2; F: -23; G: -26; H: 2

43	CCNC(=S)N(Cc1cc2c(C)ccc(C)c2[nH]c1=O)C1CCCC1
  A: 13; B: -4; C: 4; D: 7; E: x; F: 9; G: 4; H: x

44	CCOC(=O)c1c(-c2ccc(F)cc2)csc1NC(=O)CCN1C(=O)c2ccccc2C1=O
  A: x; B: 8; C: 1; D: x; E: 2; F: -20; G: -23; H: -7

45	CCC(C)(C)NC(=O)C(c1ccc(C)cc1)N(Cc1cccnc1)C(=O)c1csnn1 (configuration not stated)
  A: x; B: 4; C: 0; D: x; E: 0; F: 11; G: x; H: -8

46	Cc1nnc(SCC(=O)Nc2ccc([N+](=O)[O-])cc2)n1C
  A: -5; B: 2; C: -5; D: 0; E: 1; F: 13; G: 16; H: -9

47	CCCC#Cc1cnc2c(c1)C(=O)N([C@@H](C)CO)C[C@@H](C)[C@H](CN(C)C(=O)C1CCOCC1)O2
  A: -6; B: -2[16.7 µM]; C: x; D: 0; E: -1; F: x; G: -11; H: 10

48	NC(=O)C1Cc2ccccc2CN1C(=O)c1cc(C2CC2)nn1-c1ccccc1 (configuration not stated)
  A: -3; B: x; C: -7; D: 1; E: 0; F: 7; G: -1; H: x

49	CC(C)CCOc1cccc(OCC(=O)O)c1
  A: 11; B: x; C: -12; D: -2; E: x; F: 10; G: x; H: x

50	CC(=O)N1CCN2C(=O)C1CCCC(=O)c1cc(C(C)C)ccc12 (configuration not stated)
  A: x; B: -1; C: -17; D: x; E: -2; F: x; G: x; H: 2

51	COCC#Cc1ccc2c(c1)O[C@@H](CN(C)C(=O)CN(C)C)[C@@H](C)CN([C@H](C)CO)S2(=O)=O
  A: 2; B: -4[16.7 µM]; C: 4; D: 0; E: 2; F: x; G: 18; H: 17

52	O=C(C[C@@H]1CC[C@H](NS(=O)(=O)c2cccc(F)c2)[C@@H](CO)O1)NCc1ccc2c(c1)OCO2
  A: -8; B: x; C: 2; D: 1; E: 0; F: 11; G: 10; H: -19

An excerpt from above in order of the CASP6 VEID inh value, highest first.
No.	compound	CASP6 VEID inh
43	CCNC(=S)N(Cc1cc2c(C)ccc(C)c2[nH]c1=O)C1CCCC1	7
38	Cc1nnc(SCC(=O)N(Cc2ccccc2)C(C)(C)C)[nH]c1=O	1
18	O=C(Nc1ccc(N2CCOCC2)cc1N1CCOCC1)c1ccc(Cl)cc1	-2
